SENP8 block: blocks the human protease SENP8. Q96LD8. purified SENP8, Z-RLRGG-aminoluciferin cleavage, luminescence. inhibition, % at 10 µM. 330,000 tested, 1.2% active. AID 2540
Jurkat NFkB inh: inhibitors of the PMA/ionomycin-induced NF-kB reporter in Jurkat cells; PMA/ionomycin-induced NF-kB luciferase reporter, luminescence; inhibition, % at 4 µM; 330,000 tested, 0.53% active
697 NFkB inh: inhibitors of the PMA/ionomycin-induced NF-kB reporter in 697 B cells; inhibition, % at 4 µM; 697 B-cell NF-kB luciferase reporter, 16 h; 330,000 tested, 0.33% active; in the data active means inhibition above about 35%
Gli-Sufu antag: Gli-Sufu pathway antagonism | Sufu-KO-LIGHT fibroblasts, Gli luciferase reporter luminescence | 340,000 tested, 0.74% active | inhibition, % at 5 µM;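 active means inhibition above about 55%, limit read from the data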;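 further: 0% = DMSO-treated cells and 100% = wells with medium but no cells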
CCR6 antag: blocks CCL20-driven beta-arrestin recruitment at human CCR6 | AID 493098 | 340,000 tested, 0.49% active | CHO-K1 CCR6 PathHunter beta-arrestin, luminescence, CCL20-stimulated | P51684 | inhibition, % at 20 µM;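 active means compounds whose inhibition of the agonist-driven luminescence signal at 20 µM reaches about 50%, limit read from the data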;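 further: cells stimulated with CCL20 at 14 nM final; plate controls were DMSO with CCL20 for no effect and DMSO without agonist for full effect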
Target sequence (P51684 whole entry, looked up): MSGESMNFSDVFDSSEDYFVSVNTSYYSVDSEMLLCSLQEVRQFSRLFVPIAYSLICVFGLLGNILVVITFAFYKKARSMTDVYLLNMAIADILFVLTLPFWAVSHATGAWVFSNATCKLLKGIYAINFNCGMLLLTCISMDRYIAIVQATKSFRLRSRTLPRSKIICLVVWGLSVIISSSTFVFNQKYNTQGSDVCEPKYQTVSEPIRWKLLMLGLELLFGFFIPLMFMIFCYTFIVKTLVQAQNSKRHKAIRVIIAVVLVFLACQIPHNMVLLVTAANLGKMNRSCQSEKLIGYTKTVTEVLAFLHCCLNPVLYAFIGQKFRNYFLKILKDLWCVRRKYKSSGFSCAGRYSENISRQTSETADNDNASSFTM
EBI2 antag: EBI2 (human) antagonism; EBI2 beta-arrestin recruitment, luminescence, 7a,25-OHC stimulated; 360,000 tested, 0.81% active; AID 651636; inhibition, % at 5 µM; P32249; in the data active means inhibition above about 38%;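 further: enzyme fragment complementation signal reports receptor beta-arrestin coupling in cells; 0% = agonist plus DMSO wells and 100% = wells without agonist; some results beyond the cut were filed as inactive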
Target sequence (P32249 whole entry, looked up, the tested form may be a part): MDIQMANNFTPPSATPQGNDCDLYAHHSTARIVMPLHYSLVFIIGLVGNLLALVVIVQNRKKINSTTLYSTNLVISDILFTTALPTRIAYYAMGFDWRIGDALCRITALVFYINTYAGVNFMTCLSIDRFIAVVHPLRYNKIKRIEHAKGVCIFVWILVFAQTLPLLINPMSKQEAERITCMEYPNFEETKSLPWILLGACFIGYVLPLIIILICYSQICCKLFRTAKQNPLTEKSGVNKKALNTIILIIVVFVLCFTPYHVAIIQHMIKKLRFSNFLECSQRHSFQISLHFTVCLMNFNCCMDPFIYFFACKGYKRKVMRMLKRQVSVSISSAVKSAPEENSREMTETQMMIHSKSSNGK
UBC13 inh: blocks human UBC13 polyubiquitin chain formation; P61088; TR-FRET; inhibition, % at 20 µM; AID 485273; 330,000 tested, 0.47% active; in the data active means inhibition above about 45%, passing the limit was not always enough; inconclusive means no clear call, values can overlap the other calls
Target sequence (P61088 whole entry, looked up): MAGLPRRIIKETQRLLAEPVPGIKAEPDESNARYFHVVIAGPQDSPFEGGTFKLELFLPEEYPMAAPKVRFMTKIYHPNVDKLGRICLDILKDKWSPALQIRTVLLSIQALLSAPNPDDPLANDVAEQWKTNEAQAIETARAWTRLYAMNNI
Apaf1 inhib: inhibitors of human Apaf-1 apoptosome | O14727 | reconstituted apoptosome caspase-3 activity, DEVD-Rh110 fluorescence | inhibition, % at 20 µM | 330,000 tested, 0.71% active | AID 489030; active means inhibition of at least 40% at 20 µM;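 further: plate controls were DMSO wells for no effect and DEVD-CHO caspase inhibitor wells for full effect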
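Material: reconstituted apoptosome with Apaf-1, cytochrome c, caspase-9, procaspase-3, dATP / Buffer or medium: pH 7.5 Hepes buffer with CHAPS, BSA, DTT / Also added: cytochrome c with DEVD-Rh110 / Schedule: compound with Apaf-1, dATP, procaspase-3 30 min, then 50 min reaction, room temperature / Technique: rhodamine 110 fluorescence at Ex 480/Em 540 nm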
Numbers without * were called inactive; ? = inconclusive; nt = no result given. Unless noted, no stated cut-off is given here; in the data, active means inhibition above about 50%; inactive means the rest.

SMILES	SENP8 block	Jurkat NFkB inh	697 NFkB inh	Gli-Sufu antag	CCR6 antag	EBI2 antag	UBC13 inh	Apaf1 inhib
Cc1ccc(S(=O)(=O)N2CCN(S(=O)(=O)N3CCOCC3)CC2)c(C)c1	-1	3	9	-2	15	-7	4	-18
Cc1c(C(=O)N2CCCC2)nnn1-c1nonc1N	-7	7	-1	4	3	7	5	-2
O=C1OCCC1Sc1nc(-c2ccccc2)cs1 (centres undefined)	-2	21	16	0	9	-6	6	4
Brc1cc(Br)c2nc3c(cc2c1)CCC3	-3	-20	-7	1	2	-9	?	10
Cc1ccnc2nc(C(=O)OCC(=O)NC3CCCC(C)C3C)nn12 (centres undefined)	-7	5	6	45	-9	-1	5	-1
Cc1nn(C)c(NC(=O)c2ccc([N+](=O)[O-])cc2)c1Cl	5	-16	-6	0	2	13	0	-26
O=C(CN(Cc1ccccc1)C(=O)c1cccc([N+](=O)[O-])c1)Nc1c(Cl)cc(Cl)cc1Cl	2	-2	-23	8	8	22	-10	-4
Cc1nc2ccc(S(=O)(=O)N(C)CC(=O)NC(C)c3ccccc3)cc2s1 (centres undefined)	3	-15	-14	0	12	-5	-2	5
COC(=O)C1=C(C)N(CCCC(=O)O)C(=O)NC1c1cc2c(cc1[N+](=O)[O-])OCO2 (centres undefined)	-9	-15	-20	-11	-2	-7	-9	1
Cc1cccc(/C=C2/Sc3ccc(C(=O)NCCN4CCCC4)cc3NC2=O)c1	-21	11	-5	7	-1	-13	60*	33
O=C(Nc1ccccc1)c1n[nH]c(Cn2cncn2)n1	-14	-2	7	4	-21	0	-14	4
Cc1c(OCC(=O)N(C)C)ccc2c(-c3ccccc3)cc(=O)oc12	4	5	6	22	22	-2	2	-2
CCc1ccc(NS(=O)(=O)c2cc3c4c(c2)CCN4C(=O)CC3)cc1	1	9	-4	5	9	-1	-7	11
CCCNC(=O)CCn1nc(-c2ccc(C)cc2)c2ccccc2c1=O	-1	-7	12	4	23	-1	1	0
CCOC(=O)c1cc(C(=O)n2cc(Cl)cn2)nn1C	-2	-5	-11	-2	-5	-7	9	-1
Clc1ccc2nc(CSc3nnc4ccccn34)cn2c1	-5	-89	-111	-43	-28	3	-2	-15
CC(=O)/C(=C/c1ccccc1)C(=O)Nc1ccccc1C	-1	3	25	3	21	13	8	-11
Cc1nn(C)c(C)c1/C=C(\C#N)C(N)=O	-5	1	5	0	-26	-4	2	12
Cc1cc(O)ccc1N/C=C1\CCCC1=O	-9	-6	6	-9	2	-8	-17	24
C#CCOC(=O)c1csc2nnsc12	-11	-10	5	4	-7	-2	-8	-2
O=C(O)CCc1nn2c3ccccc3n(CCN3CCCCC3)c2nc1=O	-5	6	-13	-1	-5	-13	19	-15
CC1CC(C)CN(C(=O)C(C)N2CCN(S(=O)(=O)c3ccccc3F)CC2)C1 (centres undefined)	-7	0	4	-7	0	5	-2	4
O=C(C#Cc1ccccc1)c1ccc([N+](=O)[O-])cc1	-3	-21	-33	24	55*	25	1	16
CC(C)Oc1ccc(S(=O)(=O)N2CCOCC2)cc1NC(=O)CC1CCCC1	3	-2	11	4	5	-10	0	0
CCn1c(SCC(=O)Nc2nc(-c3ccccc3)cs2)nnc1-c1ccccc1	-11	0	-30	-1	0	6	-2	23
Clc1ccc(-c2nc3n(n2)Cc2ccccc2-3)cc1	87*	-116	-374	-122	2	21	-2	7
O=C(NCc1ccc(F)cc1)C(c1ccccc1)N(C(=O)c1csnn1)C1CC1 (centres undefined)	-10	4	7	-1	2	-14	-1	10
O=C(OCC(=O)N1CCCC1)c1cc(Cl)ccc1Cl	-10	-2	5	-32	24	8	2	-2
CCc1ccc(NC(=O)CNC(=O)[C@@H]2Cc3ccccc3CN2)cc1	0	10	6	-4	-1	5	8	3
COc1ccc(NC2CCCN(C(=O)c3cc4ncccn4n3)C2)cc1 (centres undefined)	-8	13	14	-7	0	-8	5	-1
CCCCN(C(=O)CCC(=O)Nc1cc(C)on1)C(C(=O)NC1CCCC1)c1ccc(OC)cc1 (centres undefined)	3	12	17	-17	7	5	0	-2
Cc1c(CN2CCC(CO)(CCOc3ccccc3)CC2)[nH]c2ccc(Cl)cc12	-13	-60	-161	21	-9	-3	72*	19
CN(Cc1ccccc1F)C(=O)COc1ccc(C(=O)c2ccccc2)cc1	-4	-10	-14	-6	22	-4	2	19
COc1ccc(NS(=O)(=O)c2ccc3c(c2)N(C(C)=O)CCO3)c(OC)c1	3	13	-1	-1	8	-10	-1	-6
N#CCCCN1C(=O)C(=C(C#N)C#N)c2ccccc21	-1	8	3	7	20	-18	-4	-8
COCC(C)NC(=O)C1c2ccccc2Oc2ccccc21 (centres undefined)	-15	-13	-5	-1	23	-10	-8	7
COc1cc(C(=O)Nc2cccc(C)c2C)c(Br)c(OC)c1OC	-5	-7	4	4	10	-7	1	9
O=C(COc1ccccc1Cl)NNC(=O)c1ccc2c(=O)n3c(nc2c1)CCC3	-9	-7	18	-11	3	-6	-4	6
Cc1cc(=O)n(CCc2ccccc2)c(O)c1C#N	-1	13	8	-1	-11	-3	-4	8
O=C(NCc1ccc(F)cc1)c1cc2sccc2n1Cc1ccc(F)cc1	-3	2	-55	nt	nt	nt	-18	20
COc1ccccc1NC(=O)c1sc2nc(N3CCOCC3)c3c(c2c1N)CCCC3	-8	11	16	14	4	25	15	4
O=c1c2cc(N3CCOCC3)ccc2[nH]c(=S)n1CCCN1CCCCC1	-5	-18	2	13	15	-10	-11	-3
Cc1cccc2cc(CN(CC3CCCO3)C(c3nnnn3Cc3ccco3)C(C)C)c(=O)[nH]c12 (centres undefined)	5	-3	19	4	17	-2	4	24
O=C(CSc1ncn[nH]1)N1CCN(c2nnc(-c3ccccc3)c3ccccc23)CC1	-6	-7	-16	3	12	-21	-18	13
c1ccc(-c2ccc3sccc3n2)cc1	75*	-94	-117	-39	3	0	4	5
Cc1ccc2nc(NCc3ccccc3)c(C=NCc3cccnc3)c(=O)n2c1	-2	-35	-12	16	10	-1	0	13
OC(CNc1nc2ccccc2s1)c1ccccc1 (centres undefined)	4	-18	4	4	-7	11	2	-1
NC(=O)COC(=O)c1oc2ccccc2c1CSc1ccc(Cl)cc1	8	12	-3	1	15	9	10	15
CCC(=NCCc1c(C)[nH]c2ccc(C)cc12)C1=C(O)CC(c2ccccc2)CC1=O (centres undefined)	-3	64*	-22	46	2	38	1	4
COc1cc(C(=O)NCC(c2cccs2)N2CCOCC2)cc(OC)c1OC (centres undefined)	3	-10	10	5	-5	2	1	-5

(next part)
SMILES	SENP8 block	Jurkat NFkB inh	697 NFkB inh	Gli-Sufu antag	CCR6 antag	EBI2 antag	UBC13 inh	Apaf1 inhib
CC1CCCC(NC(=O)COC(=O)c2ccc3ccccc3n2)C1C (centres undefined)	4	-4	-8	3	-12	-8	-4	4
CCC1CN(C(=O)NCc2ccccc2)c2cc(Cl)ccc2O1 (centres undefined)	-2	13	-3	10	8	9	6	11
COc1ccc(C(=O)NC(=O)COC(=O)c2ccc3ncsc3c2)cc1	-6	-1	-32	nt	nt	nt	1	-14
COc1ccc(S(=O)(=O)NCC2CCC(C(=O)NCCC(C)C)CC2)cc1 (centres undefined)	3	10	-6	-18	5	-7	0	2
O=C(Cn1c(NCCO)nc2ccccc21)c1cccs1	-7	11	8	1	2	-5	-1	0
COC(=O)c1ccc(COC(=O)Cc2n[nH]c(=O)c3ccccc23)cc1	5	3	-6	22	3	7	14	-11
COc1ccc(-c2nc3n(n2)C(c2ccccc2)C2=C(CCCC2=O)N3)cc1OC (centres undefined)	-6	0	0	7	10	-3	-8	16
Nc1cc(Cl)ccc1C(=O)OCC(=O)N1CCOCC1	-12	-20	-15	-7	4	3	5	-9
O=C(/C=C/c1ccc(N2CCOCC2)cc1)c1ccccc1	5	-55	-20	-36	10	3	-3	-1
COc1ccc(C2C3=C(CCCC3=O)NC3=C2C(=O)c2ccccc23)cc1 (centres undefined)	1	2	4	26	27	-17	-183	3

Seven structures from above, sorted by molar mass, falling.
SMILES	SENP8 block	Jurkat NFkB inh	697 NFkB inh	Gli-Sufu antag	CCR6 antag	EBI2 antag	UBC13 inh	Apaf1 inhib
COc1ccc(-c2nc3n(n2)C(c2ccccc2)C2=C(CCCC2=O)N3)cc1OC (centres undefined)	-6	0	0	7	10	-3	-8	16
COc1ccc(C2C3=C(CCCC3=O)NC3=C2C(=O)c2ccccc23)cc1 (centres undefined)	1	2	4	26	27	-17	-183	3
COC(=O)c1ccc(COC(=O)Cc2n[nH]c(=O)c3ccccc23)cc1	5	3	-6	22	3	7	14	-11
CC1CCCC(NC(=O)COC(=O)c2ccc3ccccc3n2)C1C (centres undefined)	4	-4	-8	3	-12	-8	-4	4
CCC1CN(C(=O)NCc2ccccc2)c2cc(Cl)ccc2O1 (centres undefined)	-2	13	-3	10	8	9	6	11
O=C(Cn1c(NCCO)nc2ccccc21)c1cccs1	-7	11	8	1	2	-5	-1	0
O=C(/C=C/c1ccc(N2CCOCC2)cc1)c1ccccc1	5	-55	-20	-36	10	3	-3	-1

Additional compounds follow:
SMILES	SENP8 block	Jurkat NFkB inh	697 NFkB inh	Gli-Sufu antag	CCR6 antag	EBI2 antag	UBC13 inh	Apaf1 inhib
COc1ccc2oc(C(=O)OC/C(O)=C(\C#N)c3nc4ccccc4[nH]3)c(C)c2c1	3	4	9	-2	18	-2	-15	-15
CCOC(=O)Cc1cn2c(=O)cc(CSCC(=O)Nc3ccc(C)c(C)c3)nc2s1	-2	-2	9	1	9	1	4	7
CCOC(=O)C1CCCN(C(=S)Nc2ccc(C)cc2C)C1 (centres undefined)	2	13	-1	-4	12	2	-7	-3
O=C(Cn1nc(-c2ccccc2)ccc1=O)NCCN1CCN(c2cccc(Cl)c2)CC1	1	-4	2	9	9	16	13	10
COC(=O)c1cc(CN2C(=O)c3ccccc3C2=O)c(O)c([N+](=O)[O-])c1	2	-2	1	33	16	-14	-9	3
O=C(Nc1ccccc1)c1ccc(S(=O)(=O)N2CCC(C(=O)O)CC2)cc1	-4	-4	-26	-10	-5	-4	-8	2

Assay outcomes as filed in PubChem BioAssay.

These rows are one share of the data. The share of hits here may be higher or lower than overall.
